CCT modulator: changes cytosolic chaperonin activity; purified chaperonin ATPase assay, HTRF ADP detection, 30 min; activity change, % (no concentration beside the values), hits read low; hit rate 0.3% among 360,000; AID 651819; in the data active = activity change below about -30%; also: % is scaled to controls: 0 for no effect and ±100 for the full control effect
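Nucleotide hydrolysis assay: TRiC at 20–40 nM final (set by batch activity) with 10 uM ATP, 30 min at 37 °C, in presence of 76 uM compound. Detection by competitive ADP HTRF, 30 min ambient.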
pAkt inh: inhibitors of Akt phosphorylation | Neuro2A IGF-stimulated pAkt S473 HTRF, 20 min; hits give low values | AID 651550 | activity change, % for hits at 50 µM | hit rate 0.32% among 360,000; in the data active = activity change below about -80%; inconclusive = mostly about -51% to -80%; also: % is scaled to controls: 0 for no effect and ±100 for the full control effect
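Neuro2A cells in DMEM with 0.5% FBS, overnight at 37 deg C, given compound at single 50 µM final, then IGF (6 nM final) for 20 min at 37 deg C. Lysed; phospho-Akt Ser473 by HTRF after 24 h, 665/615 ratio.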
Nrf2 inh: inhibitors of Nrf2 signaling. A549 ARE-Fluc reporter, luciferase luminescence, 18-24 h. Potency, µM (series often up to 46 µM), inactives show at the highest dose activity change, negative = inhibition, usual class: inhibitors. hit rate 2.1% among 360,000. AID 504444; also: potency is read from the fitted curve at half-maximal effect; % is scaled to controls: 0 for no effect and ±100 for the full control effect; nearly all actives have a fitted effect of over 60% in size
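Nrf2 function is reported as luminescence of an ARE-controlled luciferase in A549 cells. Compounds were tested at several concentrations, and a CellTiter-Fluor read on the same wells flagged cytotoxicity.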
HepG2 tox: kills HepG2 cells in TGF-b inhibitor counter-screen. HepG2 CAGA-GFP viability, ATP luminescence, 18 h. Potency, µM (top dose mostly 46.1 µM), inactives show at the top dose activity change, negative = cytotoxicity, usual class: cytotoxic. hit rate 0.76% among 410,000; also: potency is read from the fitted curve at half-maximal effect; some results filed as inactive show a strong effect at the top dose
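CellTiter-Glo luminescence gave cytotoxicity after 18 hours at 37 degrees C. The cells were HepG2 CAGA-GFP in 1% FBS DMEM, stimulated with 500 pg/mL TGF-beta after compound addition. %Activity was normalised to no-cell wells (complete cell-killing) and DMSO (no toxicity), and curves were fitted and classified.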
Nrf2 activator: activators of Nrf2 (ARE) signaling. hit rate 0.31% among 410,000. AREc32 ARE-luciferase reporter (MCF7-derived line), luminescence, 24 h. Potency, µM (highest dose often 46.1 µM), for inactives: top-dose activation, actives largely listed as activators; also: potency is read from the fitted curve at half-maximal effect; % of control where 0% means no effect; nearly all actives have a fitted effect of over 65% in size
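Cells of the AREc32 ARE-luciferase line are plated in OPTI-MEM containing 5% FBS and left overnight at 37 deg C. Compounds are pinned in, incubation continues 24 hr, and firefly luciferase signal is then measured.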
A549 viability: counter-screen for Nrf2 inhibitors: cytotoxicity in A549 cells. Potency, µM (titrated, usually from 46 µM), for the others: at the top dose activity change, negative = cytotoxicity, usual class: inhibitors. hit rate 0.16% among 390,000. A549 ARE-Fluc cells, CellTiter-Fluor viability, 18-24 h; also: potency is read from the fitted curve at half-maximal effect; % is scaled to controls: 0 for no effect and ±100 for the full control effect
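A549 ARE-Fluc cells in 5% FBS OPTI-MEM, 5000 cells/well, rested 2 h then exposed to compounds in concentration-response for 18-24 h at 37 °C. Viability by CellTiter-Fluor fluorescence (Ex 405/Em 525) after 30 min; luciferase luminescence (BugLite, 15 min, RT) read afterwards.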
ATXN viability: cell viability loss in ATXN counter-screen. S2 cells (HEK-293 line with an ATXN2-luciferase reporter) viability, CellTiter-Fluor protease fluorescence, 24 h. Potency, µM (doses to about 56.7 µM), usual class: cytotoxic. hit rate 0.49% among 400,000. AID 651635; also: potency is read from the fitted curve at half-maximal effect; nearly all actives have a fitted effect of over 40% in size
TGFb inhibitor: blocks TGF-b signaling. HepG2 CAGA-GFP TGF-b/SMAD3 reporter, GFP fluorescence, 18 h; TGF-beta stimulated, 500 pg/mL final. hit rate 1.2% among 410,000. Potency, µM (titrated, usually from 46.1 µM), without a hit: at the top dose activity, negative = inhibition, usual class: inhibitors; also: potency is read from the fitted curve at half-maximal effect; % is scaled to controls: 0 for no effect and ±100 for the full control effect; nearly all actives have a fitted effect of over 65% in size
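HEPG2 CAGA-GFP, 1000 cells/well; 2 h settle, 37 C; cpd via pin tool; TGF-b 500 pg/mL final; 18 h, 37 C; GFP imaging ex488/em500-530; %Activity normalised to -TGF-b and +DMSO controls; CRC fit, curve class.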
MmCpn inh: inhibitors of Methanococcus maripaludis chaperonin (MmCpn) | purified Mm-Cpn ATPase, ADP Transcreener TR-FRET | hit rate 0.031% among 330,000 | Potency, µM (doses to about 76.9 µM), inactives show at the top dose activity, negative = inhibition, usual class: inhibitors; also: potency is read from the fitted curve at half-maximal effect; % is scaled to controls: 0 for no effect and ±100 for the full control effect; nearly all actives have a fitted effect of over 80% in size
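TR-FRET (320 nm excitation; 590 and 665 nm emission) reports ADP made from 10 uM ATP by 25 nM enzyme; compounds were preincubated 10 min, reaction run 30 min, both at 37°C.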
Active calls of the source: *; i = inactive; u = inconclusive; x = not tested or not shown; [ ] = remark or other dose. Unless noted, calls follow the shape of the dose curve; as a rule, active = well fitted curve in the direction sought with a large enough effect; inconclusive = small, poorly fitted or top-dose-only effect, or another doubt; inactive = no such curve, though single readings can be large; an effect the other way counts as inactive or inconclusive.

SMILES	CCT modulator	pAkt inh	Nrf2 inh	HepG2 tox	Nrf2 activator	A549 viability	ATXN viability	TGFb inhibitor	MmCpn inh
CC(NC(=O)c1ccccc1F)c1nnc(SCC(=O)NC2CCCCC2)n1C (centres undefined)	-0.8	i	-5%	-2%	-0.5%	-3%	i	-4%	3%
CC1CCN(C(=O)Cn2c(=O)n(-c3ccc(Cl)cc3)c(=O)c3c4c(sc32)CCC4)CC1	x	x	16%	3%	-0.9%	-3%	i	-6%	x
COCCCNC(=O)c1cn(-c2cccc(OC)c2)c(=O)c2ccccc12	-3.7	i	-6%	0%	-0.7%	0%	i	2%	-1%
COc1cc2c(cc1OC)C(c1cc(Br)ccc1O)N(C(C)=O)CC2 (centres undefined)	1.1	i	-15%	5%	-0.7%	1%	i	8%	x
COc1cccc(NC(=O)Cn2c(=O)n(Cc3ccc4c(c3)OCO4)c(=O)c3oc4ccccc4c32)c1	x	x	u	-13%	-0.7%	0%	x	u	x
NS(=O)(=O)c1ccc(NC(=O)COC(=O)c2cn(-c3ccccc3)nc2-c2ccccc2)cc1	0.7	i	u	-56%	2.6%	-16%	i	u	-11%
C#CCOCCOCCOCCNc1nc(N2CCN(C(=O)Cn3cc(CCCCN)nn3)CC2)nc(N2CCN(C(=O)[C@H]([C@@H](C)CC)n3cc(CCCCN)nn3)CC2)n1	-0.6	i	5%	-1%	-0.5%	3%	i	11%	1%
O=C(C1=NN[C@@H]2C(=O)N(c3ccccc3C(F)(F)F)C(=O)[C@H]12)C(c1ccccc1)c1ccccc1	-1.1	i	-14%	13%	2.7%	1%	i	u	-6%
CCN(c1cccc(C)c1)S(=O)(=O)c1ccc(-c2cc(C)no2)s1	-0.8	x	6%	-14%	-0.1%	-1%	u	u	1%
COc1ccc(NC(=O)c2ccccc2Oc2ccccc2)c(OC)c1	-1.5	i	-14%	-31%	-0.8%	2%	i	u	2%
CCCCn1c(N)c(N(CC(C)C)C(=O)c2cccc(S(=O)(=O)N(CC)c3ccccc3)c2)c(=O)[nH]c1=O	-2.8	i	8%	0%	-0.1%	2%	i	-9%	x
O=C(c1ccc(COc2ccc3c(c2)CCC3)o1)N1CCN(c2ccccc2)CC1	-1.5	i	6%	-34%	3.5%	-6%	i	-6%	x
COc1cc(CNCc2ccccc2)cc(Cl)c1OC	-2.0	i	4%	-7%	1.5%	1%	i	-2%	0%
COc1ccccc1NC(=O)c1sc2nc(N3CCOCC3)c3c(c2c1N)CCCC3	-2.5	i	u	24%	-0.8%	1%	i	-8%	0%
NCCc1c(-c2ccccc2)n(-c2ccccc2)c2ccccc12	-1.7	i	u	20µM*	-0.7%	1%	u	u	0%
Cc1noc(C)c1C(=O)OCC(=O)N(C)C1CCS(=O)(=O)C1 (centres undefined)	-0.6	i	7%	2%	-0.1%	-3%	i	u	1%
CC(C)Nc1cc(C(C)(C)C)nc2c(-c3ccccc3)cnn12	1.7	i	u	-24%	5.8%	2%	i	u	-4%
CCCCOc1ccc(C2=NC(c3ccccc3)=Nc3ccc(OC)cc3N2)cc1	x	x	-1%	-4%	3.9%	-10%	i	8%	x
CN(CC(=O)NCc1ccccn1)S(=O)(=O)c1ccc2ccccc2c1	-0.4	i	u	3%	-0.8%	-3%	i	6%	1%
CC(=O)NC(CC(=O)N1CCN(C(C)=O)CC1)c1ccccc1 (centres undefined)	-1.2	i	4%	4%	-1.2%	3%	i	5%	0%
Cn1cnnc1SCC(=O)Nc1cc(S(=O)(=O)N2CCCCCC2)ccc1Cl	0.6	i	-4%	5%	-0.6%[9.22 µM]	1%	i	-8%	-1%
Cc1ccc(C2=C/C(=C/c3cccs3)C(=O)O2)cc1	-0.9	i	-2%	-6%	1.1%	-6%	i	-3%	2%
Cc1ccc(/C=C/c2onc(C)c2S(=O)(=O)N2CCC(C(=O)Nc3ccccc3C(F)(F)F)CC2)cc1	x	x	x	-10%	0.1%	4%	i	-2%	x
COc1ccccc1C(=O)Nc1ccnn1C1CCN(Cc2cnn(C)c2C)CC1	-1.4	i	6%	4%	-0.5%	2%	i	-15%	-1%
O=c1[nH]c(=O)c2cc3ccccc3nc2[nH]1	0.3	i	12%	1%	0.0%	4%	i	u	x
Clc1ccc(C2CC(c3ccccc3)Nc3ncnn32)cc1 (centres undefined)	0.6	i	-7%	-18%	-0.3%	-18%	i	-10%	-1%
Cc1nc(-c2ccccc2Cl)sc1C(=O)/C=C/N(C)C	-13	i	19%	-2%	8.1%	-4%	u	8%	-12%
CCOc1ccc(C(=O)OCC(=O)NC(C)C)cc1	-0.4	i	17%	1%	0.0%	4%	i	5%	2%
CC(=O)Oc1ccc(C(=O)O)cc1OC(C)=O	1.4	i	-8%	-2%	-0.6%	1%	i	4%	3%[15.4 µM]
COc1ccc(NC(=O)NCCCN2CCN(c3ccccc3F)CC2)cc1	-2.9	i	0%	-6%	3.4%	-2%	i	0%	1%

Four entries from above in a different format.
Screens in order – CCT modulator, pAkt inh, Nrf2 inh, HepG2 tox, Nrf2 activator, A549 viability, ATXN viability, TGFb inhibitor, MmCpn inh
- Cc1ccc(C2=C/C(=C/c3cccs3)C(=O)O2)cc1
    -0.9, i, -2%, -6%, 1.1%, -6%, i, -3%, 2%
- Cc1ccc(/C=C/c2onc(C)c2S(=O)(=O)N2CCC(C(=O)Nc3ccccc3C(F)(F)F)CC2)cc1
    x, x, x, -10%, 0.1%, 4%, i, -2%, x
- COc1ccccc1C(=O)Nc1ccnn1C1CCN(Cc2cnn(C)c2C)CC1
    -1.4, i, 6%, 4%, -0.5%, 2%, i, -15%, -1%
- O=c1[nH]c(=O)c2cc3ccccc3nc2[nH]1
    0.3, i, 12%, 1%, 0.0%, 4%, i, u, x

Remaining list, next part
SMILES	CCT modulator	pAkt inh	Nrf2 inh	HepG2 tox	Nrf2 activator	A549 viability	ATXN viability	TGFb inhibitor	MmCpn inh
CC(=O)c1ccc(N=C2NC(=O)C(CO)(CO)S2)cc1	1.3	i	-21%	-13%	-0.2%	-1%	i	3%	1%
COCCN(C(=O)COC(=O)Cc1cccc(OC)c1)c1c(N)n(Cc2ccccc2)c(=O)[nH]c1=O	1.7	i	0%	-5%	-0.3%	3%	i	3%	0%
O=[N+]([O-])c1cccc(-c2n[nH]c(=S)n2Cc2ccccc2)c1	0.9	i	u	15%	-0.1%	1%	i	u	2%
Brc1ccc(C2=CC(c3ccco3)n3nnnc3N2)cc1 (centres undefined)	-1.5	i	1%	-30%	5µM*	-2%	x	-10%	1%
CCOc1ccc(NC(=O)CN(C)C(=O)c2cc([N+](=O)[O-])ccc2Sc2ccccc2)cc1OCC	1.5	i	u	0%	-0.6%	-15%	i	4%	x
Cc1cc(/C=N/NC(N)=S)c(C)n1-c1ccc(Br)cc1	-1.9	i	-28%	-20%	9.6%	-2%	u	13µM*	-1%
CCCCCCCCCCCCCCCC(=O)NCCO	-0.8	i	11%	-3%	0.1%	3%	i	-1%	-2%
CC(=O)c1cccc(NC(=O)c2ccncc2)c1	-2.1	x	x	6%	-0.3%	-1%	i	0%	0%
COc1cc(C(=O)Nc2ccc3c(c2)C(=O)c2ccccc2C3=O)cc(OC)c1OC	4.4	i	1%	7%	-0.2%	2%	i	8%	-1%
CCOC(=O)c1cc(C)[nH]c(=S)c1C#N	0.9	i	x	10%	3.8%	-5%	i	5%	-1%

Just ATXN viability and Nrf2 inh, for three of the compounds above:
smiles	ATXN viability	Nrf2 inh
Cc1noc(C)c1C(=O)OCC(=O)N(C)C1CCS(=O)(=O)C1 (centres undefined)	i	7%
CC(C)Nc1cc(C(C)(C)C)nc2c(-c3ccccc3)cnn12	i	u
CCCCOc1ccc(C2=NC(c3ccccc3)=Nc3ccc(OC)cc3N2)cc1	i	-1%

Further entries follow:
SMILES	CCT modulator	pAkt inh	Nrf2 inh	HepG2 tox	Nrf2 activator	A549 viability	ATXN viability	TGFb inhibitor	MmCpn inh
CC(C)CN(C(=O)COC(=O)CCC(=O)c1ccc(F)cc1)c1c(N)n(Cc2ccccc2)c(=O)[nH]c1=O	0.7	i	1%	-5%	-0.8%	0%	u	3%	-2%
Cc1cc2ccccc2n2c(SCC(=O)Nc3ccc(S(=O)(=O)N4CCCCC4)cc3)nnc12	-2.3	i	u	-17%	2.9%	-3%	i	-17%	-3%
CC(C)CNS(=O)(=O)c1ccc(N2CCCCS2(=O)=O)cc1	x	x	x	-3%	-1.0%	9%	i	0%	x
CCOC(=O)C1(Cc2cccc(F)c2)CCN(Cc2c(C)nn(CC)c2C)CC1	-2.0	i	u	-21%	0.3%	0%	i	-11%	4%
Cc1ccc(Cl)c(NC(=O)CCl)c1Cl	0.6	i	-28%	3%	u	-8%	i	5%	1%
COc1ccc(NC(=O)c2c(NCc3ccc(C)o3)sc3c2CCC(C)C3)c(OC)c1 (centres undefined)	x	x	x	-8%	15%	-18%	u	u	x
CSc1nc2nc(-c3cccc(C(F)(F)F)c3)ccn2n1	-0.5	i	-3%	4%	5.1%	4%	i	2%	2%
CN(C)c1ccc(NC(=O)Cn2nnc3sc4c(c3c2=O)CCC(C(C)(C)C)C4)cc1 (centres undefined)	x	x	5%	0%	-0.9%	-9%	i	-4%	x
c1ccc2c(c1)Cc1cc3ccccc3nc1-2	2.0	i	u	7%	u	1%	i	11%	-2%
COC(=O)Cc1ccc(OCC(=O)Nc2ccc(OC(F)(F)F)cc2)cc1	2.9	i	u	-3%	-0.1%	-2%	i	-14%	-1%
Cc1cccc(C(=O)Oc2ccc(/C=N/NC(=O)c3ccccc3O)cc2)c1	-2.3	i	6%	-28%	5.5%	-4%	i	u	-30%
CCN(CC)c1ccc(S(=O)(=O)N2CCOCC2)cc1NC(=O)Nc1ccccc1	2.4	i	-6%	-9%	0.5%	0%	u	u	-21%

From PubChem BioAssay
